# Source: PubChem
# Hep lipid drop: modulators of hepatic lipid droplet formation; AID 1656; AML12 mouse hepatocytes, oleate lipid droplets, BODIPY imaging; inhibition, % at 6.5 µM; 240,000 tested, 0.4% active;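 active = lipid droplet intensity inhibited by at least 50%, with more than 500 cells counted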
#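 Assay system: AML12 hepatocytes (mouse); Probe or stimulus: oleic acid at 100 µM to induce lipid droplet formation; Dosing: compound at 6.5 µM only; Schedule: compound with oleate, overnight; Detection: fluorescence imaging, 20x objective, two fields per well; Measure: % inhibition of lipid droplet signal.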
# T cell HTS: T cell immune modulators affecting CD8 T cell-vesicle binding. 2C CD8+ T cell-vesicle binding, flow cytometry; active compounds read low. calls only at 7 µM. AID 2052. 330,000 tested, 0.068% active;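 active = response, share of CD8 T cells binding vesicles, and their 90th percentile fluorescence all below set limits, cut at about 80% in these data, passing the limit was not always enough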
#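 Read-out – percent CD8+ FL2 mean versus row control · System – murine 2C transgenic CD8+ T lymphocytes · Times – 1.5 h cell–vesicle binding at 37 °C, then 20 min icy labelling · Control set – naked vesicles low, QL9 vesicles with vehicle high · Detection – cytometric PE anti-B7-1 and Alexa647 anti-CD8 signals after 1% paraformaldehyde fixation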
# Autophagy HCS: autophagy modulation, high-content screen. MEF GFP-LC3 puncta imaging; test concentration mostly 10 µM. calls only at 10 µM (by protocol). 190,000 tested, 0.98% active;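 active = percentage of spot-positive cells more than 3 SD above its plate mean, without a fluorescence outlier flag or 80% toxicity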;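 also: spot-positive cell cutoff set from DMSO-treated cells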
# TNAP activators: stimulation of alkaline phosphatase TNAP activity – biochemical, luminescent, no phosphate acceptor, uHTS, primary screen (AID 1001); one-dose activation fold at 20 µM; EC50 in µM for titrated hits; purified TNAP, luminescent activation assay, no phosphate acceptor; higher activation fold means a stronger effect; 200,000 tested, 0.03% active; in the data active = activation fold from about 3, or a potency from the dose series; inactive = the rest, 99 in 100 with activation fold below about 1.6; also: many of its hits are not listed in these tables
# human PMI inhibition: inhibitors of human PMI, primary screen, biochemical, fluorescence intensity, coupled assay (AID 1209); one-dose inhibition, % at 20 µM; IC50 in µM for titrated hits; 190,000 tested, 0.42% active; purified PMI enzyme, coupled fluorescence intensity; higher % means a stronger effect;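 also: plate controls were DMSO vehicle for no effect and wells lacking substrate for full effect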
# bCat nuc transl: beta-catenin nuclear translocation modulation; HeLa beta-catenin nuclear translocation, immunofluorescence imaging; nuclear translocation activity, % at 5 µM; 190,000 tested, 0.3% active;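 active = nuclear translocation activity above 50% at 5 µM, with a well cell count of 50 or more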;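 also: per-cell ratio of nuclear to cytoplasmic median beta-catenin stain intensity; plate controls were DMSO negative control for no effect and GSK-3 inhibitor IX positive control for full effect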
#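 Technique: fluorescence imaging of beta-catenin antibody stain plus DAPI / Material: human HeLa cell line / Incubation: compound treatment 24 h, 37°C, 5% CO2 / Read-out basis: % activation of per-cell nuclear versus cytoplasmic median beta-catenin signal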
# PMI inhibition: MPI inhibition at elevated mannose 6-phosphate – biochemical, fluorescence intensity, high mannose 6-phosphate, primary screen (AID 1220). inhibition, % at 20 µM, or IC50 in µM where a hit was titrated. 190,000 tested, 0.66% active. recombinant PMI enzyme, coupled fluorescence intensity; higher % means a stronger effect
# MT stabilize HCS: microtubule stabilizers in HeLa cells; HeLa tubulin immunostaining HCS, 24 h; share of cells brighter than vehicle mean+2SD; % tubulin-high responders, % at 10 µM; 200,000 tested, 0.83% active; AID 2205;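 active = plate Z-score above 3 for both tubulin-high and condensed-nucleus cell shares, with cell loss under 80%, at 10 µM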;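 also: anti alpha tubulin signal scored within the nucleus-defined area of each cell; some results filed as inactive read as strong as hits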
# Ins promoter up: MIN6 insulin promoter up-regulation. MIN6 insulin promoter-GFP reporter, high-content imaging; active compounds read high. z-score at 5 µM. 190,000 tested, 0.3% active;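 active = z-score above 3 at 5 µM with at least 500 cells counted in the well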
# Ins promoter up cell count: further read-out of Ins promoter up, marked with its call; cell count; measured here: cytotoxicity, nuclei count;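 total cells summed across four imaged fields per well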
# Hep lipid drop cells 6.5 µM: also measured in Hep lipid drop; calls as there; cell count; measured here: cell count, cytotoxicity flag;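 cells counted across two imaged fields per well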
# bCat nuc transl cell count 5 µM: further read-out of bCat nuc transl, marked with its call; cell count; measured here: cell count, cytotoxicity flag
# T cell HTS vesicle-bound %: further read-out of T cell HTS, marked with its call; double positive events, %; measured here: CD8+ vesicle-bound cell fraction;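 binding gate set so that unloaded-vesicle control wells show 10% double positive cells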
# MT stabilize HCS Hoechst-high %: also measured in MT stabilize HCS; calls as there; % Hoechst-high responders; measured here: nuclear condensation Hoechst responders;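 share of cells brighter than vehicle mean plus two SD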
# MT stabilize HCS cytotoxicity %: recorded beside MT stabilize HCS, whose call it bears; toxicity, %; measured here: cytotoxicity by cell density;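 0% = mean cell density of plate MIN control wells and 100% = no cells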
# Autophagy HCS cell loss 18 h: second read-out of Autophagy HCS, no call of its own (marks repeat the call); toxicity, %; measured here: cell loss, nuclei count;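 cell loss after 18 h compound exposure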
# Active calls of the source: *; i = inactive; nt = not tested or not shown. Rule as the data show it, unless noted: active = inhibition above about 50%; inactive = the rest.
SMILES,Hep lipid drop,Hep lipid drop cells 6.5 µM,T cell HTS,T cell HTS vesicle-bound %,Autophagy HCS,Autophagy HCS cell loss 18 h,TNAP activators,human PMI inhibition,bCat nuc transl,bCat nuc transl cell count 5 µM,PMI inhibition,MT stabilize HCS,MT stabilize HCS Hoechst-high %,MT stabilize HCS cytotoxicity %,Ins promoter up,Ins promoter up cell count
Cc1cc(N)n(-c2ccccc2C)n1,6.0,736,i,54.8,i,-9.4,1.1,11.2%,2.7,1035,7.5%,4.8,2.4,5.8,nt,nt
Cc1csc2c(N3CCN(C(=O)c4ccc(C(C)(C)C)cc4)CC3)ncnc12,-23.6,707,i,45.5,nt,nt,nt,nt,1.8,1020,nt,nt,nt,nt,-0.53,1351
Cc1ccc(-n2c3c(cc(C(=O)N4CCN(C)CC4)c2=O)C(=O)CC(C)(C)C3)cc1,-3.2,747,i,22.2,i,21.8,1.1,7.4%,-5.4,1278,5.8%,4.5,2.0,8.4,-0.01,1257
COC(=O)CCCCCCCCC(O)CN(C)C (stereo not given),8.7,777,i,20.2,nt,nt,nt,nt,-0.4,1324,nt,nt,nt,nt,0.05,1124
COC(=O)c1c(NC(=O)c2nc3nc(C)cc(C(F)F)n3n2)sc2c1CCC2,nt,nt,i,32.7,i,5.0,1.1,6.5%,-3.8,1068,7.1%,2.9,1.9,8.8,-0.66,1448
CCOC(=O)CNC(=O)CSc1nnc(-c2ccc(OC)cc2)n1CC,-5.9,712,i,45.8,i,-6.6,1.1,-2.9%,nt,nt,-4.9%,3.7,1.6,3.7,nt,nt
Cc1ccsc1/C=N\NC(=O)Cn1nnc2ccccc21,-11.3,603,i,39.0,i,0.4,0.9,7.3%,-0.5,1033,3.7%,6.2,3.2,2.1,-0.1,1463
COc1cc(C(=O)CSc2nncn2C)cc(OC)c1OC,0.3,719,i,15.3,i,6.2,1.1,10.9%,nt,nt,2.4%,3.0,2.5,9.8,1.4,857
O=C(Nc1cccc([N+](=O)[O-])c1)N1CCN(c2ccccc2)CC1,-7.7,656,i,55.7,i,-0.6,1,4.8%,-1.9,820,7.6%,2.2,0.9,4.4,1.14,1590
CS(=O)(=O)N(CC(=O)N1CCCCCC1)c1ccccc1,3.9,714,i,37.0,i,-3.8,1.1,10.4%,-1.3,1108,11.0%,4.4,2.1,3.5,0.18,1176
CN(C)CCCNC(=O)c1cc2sc3ccccc3c2s1,-40.3,656,i,21.2,i,-5.9,1.1,-5.9%,2.6,901,-8.0%,3.3,2.9,3.6,-0.77,1370
CCN1CCN(C(=O)N[C@@H](C(=O)N[C@@H]2C(=O)N3[C@@H]2SC(C)(C)[C@@H]3C(=O)O)c2ccccc2)C(=O)C1=O,31.5,733,i,21.2,i,19.9,1.1,1.9%,-3.1,568,-2.9%,2.0,2.0,10.6,nt,nt
Cc1cnc(NC(=O)CN(C)S(=O)(=O)c2ccc(Cl)cc2)s1,nt,nt,i,26.2,i,0.8,1.1,-1.8%,-3.7,898,-3.6%,1.8,1.1,7.3,nt,nt
CSc1ncccc1C(=O)Nc1nc2ccc(Oc3ccccc3)cc2s1,40.1,653,i,62.0,i,-20.1,1,6.4%,-3.8,539,-0.4%,2.0,2.7,11.7,0.02,1267
COc1ccc2c(=O)cc(C(F)(F)C(F)(F)F)oc2c1,nt,nt,i,33.0,i,-13.1,1.1,2.9%,-0.9,1116,1.7%,1.9,2.1,10.9,-0.55,1057
COc1cc2c(cc1OC)CN(Cc1nc3ccsc3c(=O)[nH]1)CC2,20.3,724,i,30.0,i,-0.4,1.1,6.1%,0.9,963,1.4%,2.2,2.1,5.4,-0.6,1601
Cc1cccc(NCc2ccccc2O)c1,14.7,757,i,21.7,i,-8.5,1.1,20.5%,nt,nt,14.5%,2.7,1.3,5.4,-0.23,1240
CCN(CC)S(=O)(=O)c1ccc(-c2nnc(SCC(N)=O)n2CC)cc1,17.6,564,i,63.1,i,17.0,1,-1.4%,-0.5,1080,-7.4%,2.1,1.8,11.8,-0.73,1480
O=C(Nc1cc(C(F)(F)F)ccc1N1CCOCC1)c1cn2ccccc2n1,3.8,805,i,11.8,i,-0.7,1.1,-8.8%,2.3,1034,-8.7%,2.4,2.1,1.1,-0.16,926
Cc1ccc(Cn2c(C(=O)O)cc3sccc32)cc1,-3.4,708,i,50.9,i,7.4,1.1,-7.2%,-3.6,594,-12.4%,3.2,3.1,1.3,0.36,1354

# An excerpt from above with just MT stabilize HCS Hoechst-high %, Hep lipid drop cells 6.5 µM and T cell HTS vesicle-bound %.
molecule,MT stabilize HCS Hoechst-high %,Hep lipid drop cells 6.5 µM,T cell HTS vesicle-bound %
COC(=O)c1c(NC(=O)c2nc3nc(C)cc(C(F)F)n3n2)sc2c1CCC2,1.9,nt,32.7
CCOC(=O)CNC(=O)CSc1nnc(-c2ccc(OC)cc2)n1CC,1.6,712,45.8

# Continuation.
SMILES,Hep lipid drop,Hep lipid drop cells 6.5 µM,T cell HTS,T cell HTS vesicle-bound %,Autophagy HCS,Autophagy HCS cell loss 18 h,TNAP activators,human PMI inhibition,bCat nuc transl,bCat nuc transl cell count 5 µM,PMI inhibition,MT stabilize HCS,MT stabilize HCS Hoechst-high %,MT stabilize HCS cytotoxicity %,Ins promoter up,Ins promoter up cell count
CC(=O)Nc1sc(N/N=C/c2ccccc2F)nc1-c1ccc(C)cc1,-1.0,714,i,22.4,nt,nt,nt,nt,-0.1,1324,nt,nt,nt,nt,0.36,977
O=C(Nc1ccc(F)c(Cl)c1)Nc1ccc(Cl)cn1,8.2,728,i,63.1,i,-16.1,1,0.8%,0.4,1511,9.9%,1.5,1.6,6.3,-0.4,1446
CC(C)(C)OC(=O)NCCCC[C@H](NC(=O)c1nc[nH]c1C(=O)NC(c1ccccc1)c1ccccc1)C(=O)OC(C)(C)C,13.8,722,nt,nt,i,1.6,1,29.0%,3.9,1061,27.2%,2.3,1.1,5.5,-0.11,1332
CCN(CC)c1ccc(C2CC(=O)NC3=C2C(=O)CC(C)(C)C3)cc1 (stereo not given),nt,nt,i,27.7,i,2.2,1.2,-0.1%,-3.2,1019,7.7%,7.4,1.3,5.5,-0.84,1074
CCCn1c(=O)[nH]c(=O)c2c1nc(-c1ccccc1)n2CCN1CCOCC1,0.0,689,i,57.2,i,3.7,1,-24.7%,-1.9,1088,-42.5%,0.4,1.3,11.3,nt,nt
O=C(NCc1cccs1)c1ccc2ccccc2n1,-1.5,667,i,62.4,i,-7.3,1.2,-5.5%,-1.0,1074,1.3%,1.2,2.6,4.9,-0.2,1184
C=CCN=C(NC#N)SCC(=O)c1cccc(OC)c1,nt,nt,i,31.3,i,-5.4,1.1,-2.1%,1.3,926,0.3%,3.6,4.3,1.4,nt,nt
O=C(O)C1C2C=CC(O2)C1C(=O)Nc1ccccc1C(F)(F)F (stereo not given),-0.7,802,i,33.6,i,-5.6,1.1,0.4%,-3.9,1174,-14.7%,1.5,1.5,7.2,-0.28,911
CCOC(=O)CSc1nnc(NC(=O)c2cccc([N+](=O)[O-])c2)s1,5.3,567,i,46.3,i,8.8,1.4,5.2%,-2.6,1149,4.4%,3.0,3.1,7.7,-0.04,1515
O=C(CCSc1ccc(Cl)cc1)Nc1cccnc1,1.6,626,i,57.0,i,38.8,1,18.0%,-0.2,1452,17.2%,2.3,1.7,13.7,1.16,1348
CCOC(=O)c1c(-c2ccccc2)csc1NC(=O)C(C)NCCCN1CCOCC1 (stereo not given),22.3,708,i,30.5,i,-8.7,1.1,0.9%,0.1,1108,-3.7%,2.2,1.8,8.4,-0.65,1243
COc1ccc(-c2csc3nc(-c4ccccc4OC)oc(=O)c23)cc1,-21.3,457,i,30.5,i,2.5,1.1,4.0%,0.4,1403,-3.4%,5.3,7.5,3.3,0.18,1360
Cc1noc(/C=C/NCc2cccnc2)c1S(=O)(=O)N(C)CC(=O)N1CCc2ccccc21,nt,nt,i,14.5,i,10.1,0.9,-2.5%,nt,nt,-1.2%,2.2,4.6,6.4,-0.03,908
COC(=O)c1nnn(-c2nc(N3CCOCC3)nc(N3CCOCC3)n2)c1C,-6.4,692,i,43.9,i,6.8,1,6.9%,0.8,1006,8.7%,3.6,2.5,5.9,0.76,1264
O=C(c1cccs1)N1CCN=C1SCc1cccnc1,nt,nt,i,47.5,i,-6.8,1.2,-1.3%,-1.6,962,3.6%,6.9,2.7,6.8,-0.67,1649
O=C(CSc1ccccn1)N1CCN(C(=O)CSc2ccccn2)CC1,nt,nt,i,49.0,nt,nt,1.1,-1.0%,-6.1,955,5.1%,nt,nt,nt,1.74,1246
O=C(COC(=O)c1ccc(S(=O)(=O)N2CCOCC2)cc1)NC1CCCCCC1,nt,nt,i,14.6,i,2.4,1.1,0.4%,-2.7,940,-0.6%,5.5,3.3,7.8,1.91,999
O=C1CSC(c2ccccc2)N1c1nc(-c2ccc(Cl)cc2Cl)cs1 (stereo not given),nt,nt,i,14.4,i,-2.2,1.1,-10.2%,nt,nt,-10.4%,1.4,1.0,4.2,nt,nt
CN(c1ccccc1C(=O)Nc1ccc(S(=O)(=O)N2CCCC2)cc1)S(C)(=O)=O,7.7,863,i,38.0,i,-15.3,1.1,2.1%,nt,nt,-2.8%,1.4,1.0,5.6,1.12,871
N#Cc1c(N2CCCCC2)nc(N)c2c(N)nc(SCC(=O)O)cc12,0.0,718,i,26.6,nt,nt,nt,nt,1.1,1243,nt,nt,nt,nt,0.71,1057
COC(=O)c1ccc2[nH]c(C)c(CN3CCCC3)c(=O)c2c1,nt,nt,nt,nt,i,0.0,1.1,-2.1%,2.7,805,-6.3%,4.2,2.5,6.6,-0.32,1095
O=C(C1CC=CCC1)N1CCN(C(=O)C2CC=CCC2)CC1 (stereo not given),-0.4,751,i,36.6,i,-2.1,1.1,2.7%,-1.9,1191,1.2%,2.4,1.1,5.8,0.4,1172
CCc1ccc(CNCc2cccs2)cc1,8.2,652,i,52.1,i,-1.6,1,-8.5%,0.4,1600,-13.4%,3.5,1.9,8.1,-0.19,1267

# Not a hit list (roughly 2.9% active in at least one column).
